Nrf2 activator = activators of Nrf2 (ARE) signaling; AREc32 ARE-luciferase reporter (MCF7-derived line), luminescence, 24 h; Potency, µM (titrated, usually from 46.1 µM), inactives show at the highest dose activation, most hits filed as activators; AID 624171; 0.31% of 410,000 active; further: potency means the concentration at half of the fitted maximal effect; % of control where 0% means no effect; nearly all actives have a fitted effect of over 65% in size
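AREc32 cells carrying an ARE-driven firefly luciferase reporter were seeded at 1000 cells/well in OPTI-MEM with 5% FBS, then exposed to compound for 24 hr at 37 deg C. Luminescence was read with Steady-Glo after 30 min at RT.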
A549 tox = kills or reduces viability of A549 cells in Nrf2 counter-screen; A549 ARE-Fluc cells, CellTiter-Fluor viability, 18-24 h; Potency, µM (doses to about 46 µM), for the others: at the top dose activity change, negative = cytotoxicity, hits mostly inhibitors; 0.16% of 390,000 active; AID 504648; further: potency means the concentration at half of the fitted maximal effect; on the % scale 0 is the no-effect control and ±100 the full control effect
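A549 ARE-Fluc cells in 5% FBS OPTI-MEM, 5000 cells/well, rested 2 h then exposed to compounds in concentration-response for 18-24 h at 37 °C. Viability by CellTiter-Fluor fluorescence (Ex 405/Em 525) after 30 min; luciferase luminescence (BugLite, 15 min, RT) read afterwards.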
Nrf2 inh = inhibitors of Nrf2 signaling; A549 ARE-Fluc reporter, luciferase luminescence, 18-24 h; Potency, µM (top dose mostly 46 µM), without a hit: at the top dose activity change, negative = inhibition, most hits filed as inhibitors; 2.1% of 360,000 active; AID 504444; further: potency means the concentration at half of the fitted maximal effect; on the % scale 0 is the no-effect control and ±100 the full control effect; nearly all actives have a fitted effect of over 60% in size
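Concentration-response testing used A549 ARE_Fluc cells at 5000 cells/well. Following an 18-24 h compound incubation, viability was read by fluorescence (Ex 405/Em 525) and luciferase output by luminescence.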
IL1B secr inh = inflammasome signaling inhibition, IL-1 beta readout; 4.7% of 360,000 active; THP-1 LPS/ATP IL-1B secretion, AlphaLISA, 16 h; stronger effect = lower value; activity change, % at 57.5 µM; in the data active means activity change below about -50%; inconclusive means mostly about -30% to -49%; further: on the % scale 0 is the no-effect control and ±100 the full control effect
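THP-1 cells pretreated 1 hr with compounds (up to 57.5 uM final), then stimulated with LPS (250 ng/mL final) plus ATP (1.25 mM final); secreted IL-1B measured by AlphaLISA after 16 hr, decreased signal indicating inhibition.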
TGFb SMAD3 inh = TGF-b pathway inhibition. 1.2% of 410,000 active. AID 588855. Potency, µM (series often up to 46.1 µM), for the others: at the highest dose activity, negative = inhibition, usual class: inhibitors. HepG2 CAGA-GFP TGF-b/SMAD3 reporter, GFP fluorescence, 18 h; TGF-beta stimulated, 500 pg/mL final; further: potency means the concentration at half of the fitted maximal effect; on the % scale 0 is the no-effect control and ±100 the full control effect; nearly all actives have a fitted effect of over 65% in size
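Cell-based qHTS in HEPG2 carrying a CAGA-GFP Smad reporter; compounds added before 500 pg/mL final TGF-beta, 18 h incubation at 37 degrees C, GFP fluorescence quantified per cell by imaging cytometry.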
MCF10A rereplic = induces DNA re-replication in MCF 10a normal breast cells. MCF 10A DNA re-replication, Hoechst nuclear intensity, 48 h. Potency, µM (series often up to 46.1 µM), inactives show at the top dose activity, positive = re-replication, most hits filed as activators. 2.9% of 350,000 active; further: potency means the concentration at half of the fitted maximal effect; % of control where 0% means no effect; nearly all actives have a fitted effect of over 50% in size
HepG2 tox = HepG2 cytotoxicity, counter-screen for TGF-b inhibitors; HepG2 CAGA-GFP viability, ATP luminescence, 18 h; 0.76% of 410,000 active; Potency, µM (series often up to 46.1 µM), for the others: at the highest dose activity change, negative = cytotoxicity, actives largely listed as cytotoxic; further: potency means the concentration at half of the fitted maximal effect; some results filed as inactive show a strong effect at the top dose
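HepG2 CAGA-GFP cells (1000/well, DMEM with 1% FBS) received compound, then TGF-beta at 500 pg/mL final, and were incubated 18 hours at 37 degrees C. Viability was read by CellTiter-Glo luminescence. Media-only wells were set as complete cell-killing and DMSO as no toxicity.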
ATXN2 expr inh = inhibitors of ATXN2 expression; HEK-293 ATXN2-luciferase reporter, luminescence, 24 h; Potency, µM (highest dose often 57 µM), without a hit: at the top dose activity change, negative = inhibition, actives largely listed as inhibitors; 0.72% of 360,000 active; AID 1745845; further: potency means the concentration at half of the fitted maximal effect; on the % scale 0 is the no-effect control and ±100 the full control effect; nearly all actives have a fitted effect of over 55% in size
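ATXN2-luciferase reporter cells (luciferase flanked by upstream and downstream ATXN2 gene portions) were treated 24 h at 37 °C with compounds at up to 57 uM. SteadyGlo luminescence gave expression; GF-AFC fluorescence gave viability.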
S2 tox = reduces viability in counter-screen for ATXN expression inhibitors; S2 cells (HEK-293 line with an ATXN2-luciferase reporter) viability, CellTiter-Fluor protease fluorescence, 24 h; Potency, µM (doses to about 56.7 µM), most hits filed as cytotoxic; 0.49% of 400,000 active; further: potency means the concentration at half of the fitted maximal effect; nearly all actives have a fitted effect of over 40% in size
Numbers without * were called inactive; i = inactive; ? = inconclusive; · = no result given; [ ] = dose if it differs, or a comment. Unless noted, the call rests on the fitted dose curve; in most records, active means well fitted curve in the direction sought with a large enough effect; inconclusive means small, poorly fitted or top-dose-only effect, or another doubt; inactive means no such curve, though single readings can be large; an effect the other way counts as inactive or inconclusive.

Fields: Nrf2 activator | A549 tox | Nrf2 inh | IL1B secr inh | TGFb SMAD3 inh | MCF10A rereplic | HepG2 tox | ATXN2 expr inh | S2 tox
- Cc1nnc(N2C(=O)c3oc4ccccc4c(=O)c3C2c2ccco2)s1 (stereo not given)
    4.6% | -7% | -8% | 10 | 0% | -2% | 2% | 4% | i
- O=C(C1CC1)N1CCN=C1SCc1ccc(F)cc1
    0.2% | 8% | 9% | -5 | -3% | -4% | -7% | 13% | i
- CN(C)S(=O)(=O)c1ccc2c(c1)nnn2CCNC(=O)Nc1ccc(Cl)cc1
    6.1% | 0% | · | · | -2% | · | -16% | -17% | ?
- O=C(Cn1nnc(-c2ccccc2)n1)NNC(=O)c1cccc([N+](=O)[O-])c1
    0.4% | 2% | -5% | -22 | 0% | 1% | -15% | -9% | i
- Cc1nnc(NC(=O)Cn2c(=O)sc3ccccc32)s1
    0.2% | 0% | 10% | 5 | 0% | -2% | 13% | 2% | i
- COc1cccc(NC(=O)CSC2=Nc3ccccc3C3=NC(CC(=O)NCCc4ccccc4)C(=O)N23)c1 (stereo not given)
    0.5% | -14% | · | · | ? | · | -8% | 7% | ?
- O=C(N/N=C/c1ccccn1)c1[nH]c2ccc([N+](=O)[O-])cc2c1-c1ccccc1
    3.3% | ? | ? | -5 | ? | ? | 2% | ? | ?
- Cn1c(SCC(N)=O)nnc1C1CCN(S(=O)(=O)c2ccccc2C(F)(F)F)CC1
    -0.7% | 3% | -6% | 0 | -5% | ? | -24% | -2% | i
- COc1cccc(C=NNC(=O)CCCC(=O)NN=Cc2cccc(OC)c2)c1
    0.5% | 10% | -1% | -18 | -4% | -5% | -1% | -13% | ?
- CCOC(=O)c1sc(NC(=O)CSc2nnc(C)s2)c(C(=O)OCC)c1C
    -0.2% | ? | ? | -16 | -34% | 3% | 0% | -5% | i
- CCOC(=O)N1CCC(NC(=O)CCc2nc(-c3ccccc3F)no2)CC1
    -0.6% | -3% | · | 0 | -9% | 0% | -6% | 2% | i
- CN(CC(=O)Nc1cccc(F)c1)C(=O)CCc1nc2cc(S(=O)(=O)N3CCOCC3)ccc2n1C
    0.5% | 3% | -14% | -3 | 4% | 5% | 1% | -2% | i
- O=C1/C(=C\c2ccccc2Cl)SC(=S)N1CCC(=O)N1CCCc2ccccc21
    -0.4% | -1% | 10% | -5 | 9% | -8% | -3% | -3% | i
- Cc1ccc(S(=O)(=O)c2cn(Cc3ccc(F)cc3)c3cc(F)c(F)cc3c2=O)cc1
    -0.5% | 7% | 13% | · | 0% | · | 8% | 8% | i
- Cc1cc([N+](=O)[O-])ccc1NC(=O)CSc1nncn1-c1cccnc1
    -0.2% | -1% | 25% | -4 | -1% | 0% | 1% | 13% | i
- O=[N+]([O-])c1cc(Cl)ccc1Nc1ccccc1
    4.1% | 3% | -1% | 17 | -4% | 0% | 2% | · | i
- Cc1ccccc1C(=O)NNC(=O)C1CCCN(c2ncccn2)C1 (stereo not given)
    -0.6% | -1% | -21% | 12 | 4% | ? | -3% | -15% | i
- Cc1c(C=O)c2ccccc2n1CC(=O)N1CCc2ccccc2C1
    -0.9% | -3% | -16% | 7 | -14% | ? | 13% | -3% | i
- CC(C)CCNC(=O)C(c1ccco1)N(Cc1ccccc1)C(=O)c1snc(C(N)=O)c1N (stereo not given)
    -0.5% | 3% | -3% | -5 | ? | -7% | 6% | 6% | i
- CCCNC(=O)C1Cc2cc(S(=O)(=O)N3CCCCCC3)ccc2N1C(C)=O (stereo not given)
    -0.1% | -8% | · | · | -4% | · | -13% | -21% | ?
- CC(C)=CCC/C(C)=C/CNC(=O)C[C@H]1C[C@H](C(=O)N(C(C)C)C(C)C)[C@@]2(C)c3[nH]c4ccc(Cl)cc4c3CCN2C1=O
    -1.3% | -3% | 10% | 38 | -23% | -3% | -4% | 3% | i
- CN(C(=O)CSc1nnc(Nc2ccccc2F)s1)C1CCS(=O)(=O)C1 (stereo not given)
    -0.3% | 0% | -6% | 3 | 22% | 0% | -1% | 10% | i
- C/C(=N\NC(=O)c1ccc2ccccc2c1)c1cccnc1
    1.7% | 10% | 22% | ? | -8% | 0% | 0% | 20% | i
- CCOc1cc(N2CCOCC2)c(OCC)cc1NC(=O)COC(=O)c1cccc2ccccc12
    -0.6% | 2% | 2% | -9 | -5% | 8% | 1% | 2% | i
- Cc1ccc(C(=O)NCCCc2ccccc2)c(Cl)c1
    1.5% | 0% | ? | -13 | 7% | 5% | -7% | 47%[activator] | i
- Cc1[nH]c2ccccc2c1C(=O)C(C)Sc1nnc(C2CC2)o1 (stereo not given)
    -1.1% | -2% | -8% | 3 | ? | -1% | -37% | 5% | ?
- CCS(=O)(=O)N1CCC(N2CCC(C)CC2)CC1
    -0.9% | -3% | 5% | -5 | 1% | 2% | -5% | 4% | i
- Nc1ccc2c(c1)C(=O)c1cc([N+](=O)[O-])ccc1-2
    -0.3% | -19% | -10% | ? | 5% | -2% | -7% | -1% | i
- COc1ccc(-c2nc(CS(=O)(=O)CC(=O)NCCc3ccccc3)c(C)o2)cc1
    -0.5% | -1% | 2% | 1 | 0% | 11% | 7% | 4% | i
- Nc1nc(-c2cc(O)ccc2[N+](=O)[O-])cc(-c2ccccc2)c1[N+](=O)[O-]
    0.1% | 13% | ? | 2 | 20% | 1.8µM* | -31% | -32% | i
- Cc1ccc(C(=O)N2CC(C)CC(C)C2)cc1NC1=NC2CS(=O)(=O)CC2S1 (stereo not given)
    -0.5% | -1% | 3% | -27 | 12% | 20% | 10% | 0% | i
- Cc1cccc(OCCNc2cc(N3CCN(C)CC3)ccc2[N+](=O)[O-])c1
    2.0% | -21% | 13% | ? | 9% | 25% | 13% | -31% | ?
- O=C(CCC(=O)N1CCOc2ccccc21)Nc1ccc(F)cc1F
    -0.3% | 3% | -16% | -20 | 2% | 3% | -15% | 2% | i
- CCCN1CCN(C(=O)Cn2cccc2C(=O)c2ccccc2)CC1
    -0.4% | 1% | 4% | 14 | 1% | -9% | -2% | 5% | i
- NC(=O)c1ccccc1NC(=O)/C=C/c1c(Cl)cccc1Cl
    20% | -11% | 22% | -22 | 1% | ? | -33% | 52%[activator] | ?
- COC(=O)C(Cc1ccc(O)cc1)NC(=O)c1ccccc1OC (stereo not given)
    0.4% | 10% | 5% | 6 | -8% | 2% | 1% | 4% | i
- COc1ccc(CCNC(=O)c2c(-c3ccccc3Cl)noc2C)cc1
    1.9% | 4% | 3% | -13 | -7% | 5% | -2% | -12% | i
- c1ccc(CSc2nnc3ccc(-c4ccco4)nn23)nc1
    3.9% | 6% | 0% | ? | 0% | -1% | -10% | 4% | i
- Cc1ccc(NC(=O)CN(C)C(C)C(=O)Nc2ccc(S(=O)(=O)N3CCCC3)cc2)cc1 (stereo not given)
    -0.2% | -16% | ? | -16 | 2% | -1% | -3% | 12% | i
- CCCS(=O)(=O)N1CC(=O)N(c2cccc(Cl)c2)C(C)(C(=O)NC2CCCCC2)C1 (stereo not given)
    -0.4% | 3% | -16% | · | 0% | · | -21% | · | ·

The last 4 entries of the part above open the next one.
Fields: Nrf2 activator | A549 tox | Nrf2 inh | IL1B secr inh | TGFb SMAD3 inh | MCF10A rereplic | HepG2 tox | ATXN2 expr inh | S2 tox
- COc1ccc(CCNC(=O)c2c(-c3ccccc3Cl)noc2C)cc1
    1.9% | 4% | 3% | -13 | -7% | 5% | -2% | -12% | i
- c1ccc(CSc2nnc3ccc(-c4ccco4)nn23)nc1
    3.9% | 6% | 0% | ? | 0% | -1% | -10% | 4% | i
- Cc1ccc(NC(=O)CN(C)C(C)C(=O)Nc2ccc(S(=O)(=O)N3CCCC3)cc2)cc1 (stereo not given)
    -0.2% | -16% | ? | -16 | 2% | -1% | -3% | 12% | i
- CCCS(=O)(=O)N1CC(=O)N(c2cccc(Cl)c2)C(C)(C(=O)NC2CCCCC2)C1 (stereo not given)
    -0.4% | 3% | -16% | · | 0% | · | -21% | · | ·
- O=[N+]1C2=C(CCCC2)N([O-])C12CCCC2
    0.4% | 4% | 6% | 21 | -11% | 2% | 5% | 4% | i
- COc1ccc(OCC(=O)Nc2cccc3ncccc23)cc1
    1.9% | 10% | · | -18 | 18% | 1% | 12% | -1% | i
- CC(=O)N1CCCc2cc(S(=O)(=O)N3CCCC(C(=O)Nc4cc(Cl)ccc4C)C3)ccc21 (stereo not given)
    4.3% | 0% | · | · | ? | · | -8% | -25% | i
- Cc1cc(C)c2nc(N3CCC(C(=O)NCCCN4CCCCC4)CC3)sc2c1
    -0.8% | -24% | 7% | -25 | ? | ? | -103% | ? | ?
- COC(=O)c1c(NC(=O)C2COc3ccccc3O2)sc2c1CCN(C(=O)OC)C2 (stereo not given)
    -0.3% | · | · | ? | 3% | · | -2% | · | ?
- C/C=C/c1ccc(OCCCCn2cncn2)c(OC)c1
    3.1% | 10% | 23% | 18 | 4% | 0% | 6% | 23% | i
- CC1=C(C)CC2(SC1)C(=O)N(c1ccccc1)N=C2N (stereo not given)
    4.1% | 10% | ? | -8 | 14% | 0% | -56% | 31% | i
- CCC(Sc1nnnn1C)C(=O)Nc1ccc(C(C)=O)cc1 (stereo not given)
    0.5% | -1% | 12% | -5 | 1% | 5% | -16% | 35% | i
- Cc1ccc(-c2csc(N3CCC[C@@H]3C(=O)NCCn3c(-c4ccncc4)nc4ccccc43)n2)cc1
    -0.6% | -12% | ? | ? | -18% | -34%[inhibitor] | -6% | ? | ?
- Cc1cccc(C)c1NC(=O)C(c1ccc([N+](=O)[O-])cc1)N(C)C(=O)c1ccccn1 (stereo not given)
    -0.8% | 0% | 7% | -8 | -6% | -1% | -6% | 4% | i

Screening results (PubChem)
